Screening results (PubChem)
TRHR PAM = allosteric enhancers of human TRH receptor. P34981. TRHR cells, fluo-8 calcium fluorescence, EC20 TRH enhancement. enhancement, % at 2 µM. 0.66% of 360,000 active. AID 493056; in the data active means enhancement above about 30%; further: 0% is about no effect
Target sequence (P34981 whole entry, looked up): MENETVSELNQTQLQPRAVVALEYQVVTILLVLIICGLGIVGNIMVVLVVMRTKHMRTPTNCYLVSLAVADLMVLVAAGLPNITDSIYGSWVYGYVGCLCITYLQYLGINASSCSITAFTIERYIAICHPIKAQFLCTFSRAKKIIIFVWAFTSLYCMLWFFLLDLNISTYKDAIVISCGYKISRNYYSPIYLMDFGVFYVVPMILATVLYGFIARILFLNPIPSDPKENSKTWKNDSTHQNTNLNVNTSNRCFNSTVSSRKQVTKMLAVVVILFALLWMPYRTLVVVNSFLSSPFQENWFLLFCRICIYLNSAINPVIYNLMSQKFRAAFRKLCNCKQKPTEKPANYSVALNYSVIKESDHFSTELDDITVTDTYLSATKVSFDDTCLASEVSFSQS
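TRHR-expressing cells loaded with fluo-8 calcium dye were read kinetically (ex 480/em 530) during compound addition, then stimulated with an EC20 of TRH (10 nM final). Enhancement of the Gq-mediated intracellular calcium response was scored.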
TRHR ag = TRH receptor (human) agonism | P34981 | TRHR cells, calcium flux fluo-8, FDSS agonist mode | activation, % at 2 µM | 0.18% of 360,000 active | AID 493084; in the data active means activation above about 30%; further: 0% is about no effect
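In this calcium-flux screen, cells bearing human TRHR are dye-loaded with fluo-8, baselined for 10 cycles, then exposed to library compounds; positive kinetic calcium responses during the agonist phase mark hits, with TRH as control.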
IDH1 R132H inh = human IDH1 R132H inhibition; 0.093% of 390,000 active; O75874; Potency, µM (doses to about 76.6 µM), without a hit: at the top dose activity change, negative = inhibition, actives largely listed as inhibitors; IDH1-R132H enzyme, NADPH consumption, diaphorase/resazurin fluorescence; further: potency means the concentration at half of the fitted maximal effect; on the % scale 0 is the no-effect control and ±100 the full control effect; nearly all actives have a fitted effect of over 65% in size
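IDH1-R132H (0.5 ug/mL) preincubated 30 min with compound, then NADPH (0.016 mM) and alpha-KG (2 mM) added; 80 min at RT, pH 7.5. Remaining NADPH coupled via diaphorase/resazurin to fluorescence (540/590 nm); concentration-response curves normalized to no-enzyme control.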
D2 antagonist = antagonists of human D2 dopamine receptor; HEK293 TREx D2 cells, calcium flux, dopamine EC80; AID 485344; 2% of 340,000 active; inhibition, % at 10 µM; in the data active means inhibition above about 30%; further: 0% is about no effect
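Overnight-induced (tetracycline, 30 C) HEK293 T-REx cells carrying force-coupled D2 receive a no-wash calcium dye, then compound, then EC80 dopamine at 180 s; signals are read kinetically throughout.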
USP1-UAF1 inh = blocks the human USP1/UAF1 deubiquitinase complex | Potency, µM (series often up to 57.1 µM), inactives show at the highest dose activity change, negative = inhibition, usual class: inhibitors | AID 743255 | 0.23% of 390,000 active | recombinant USP1/UAF1, Ub-Rhodamine cleavage fluorescence; further: potency means the concentration at half of the fitted maximal effect; on the % scale 0 is the no-effect control and ±100 the full control effect; nearly all actives have a fitted effect of over 60% in size; inactives centre near -12
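USP1/UAF1 complex (1 nM) preincubated 15 min at room temperature with compound, then Ub-Rho substrate (150 nM final) added. Kinetic fluorescence at 480/540 nm over 6 reads at 60 s intervals; 50 mM HEPES pH 7.8, 0.5 mM EDTA, 0.1 mg/ml BSA, 1 mM TCEP, 0.01% Tween-20.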
TrxR1 substrate = rat thioredoxin reductase 1 substrate activity. O89049. purified TrxR1 substrate turnover, NADPH consumption readout. Potency, µM (highest dose often 114 µM), inactives show at the highest dose activity change, negative = substrate turnover. 0.01% of 390,000 active; further: potency means the concentration at half of the fitted maximal effect; on the % scale 0 is the no-effect control and ±100 the full control effect; nearly all actives have a fitted effect of over 50% in size
Target sequence (O89049 whole entry, looked up): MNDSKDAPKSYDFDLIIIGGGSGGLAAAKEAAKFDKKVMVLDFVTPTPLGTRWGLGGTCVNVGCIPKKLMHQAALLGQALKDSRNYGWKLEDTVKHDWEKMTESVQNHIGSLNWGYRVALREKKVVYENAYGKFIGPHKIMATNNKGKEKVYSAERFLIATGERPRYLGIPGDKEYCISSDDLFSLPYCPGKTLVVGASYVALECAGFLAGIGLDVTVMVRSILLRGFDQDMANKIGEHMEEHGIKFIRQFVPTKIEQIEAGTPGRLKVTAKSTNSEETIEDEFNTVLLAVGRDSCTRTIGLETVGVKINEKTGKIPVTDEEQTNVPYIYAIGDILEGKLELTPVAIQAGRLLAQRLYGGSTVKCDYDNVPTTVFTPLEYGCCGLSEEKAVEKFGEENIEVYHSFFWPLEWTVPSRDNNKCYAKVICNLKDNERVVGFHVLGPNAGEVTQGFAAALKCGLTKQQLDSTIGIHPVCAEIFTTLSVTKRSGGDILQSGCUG
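Rat TrxR1, dispensed at 90 nM, was prereduced with 400 uM NADPH (final) for 5 min at ~22 deg C, then incubated with compound 15 min before 400 uM selenite. A first-read NADPH fluorescence drop versus no-compound background flagged substrates.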
Pin1 inh = inhibitors of human Pin1; Q13526; Pin1 FP peptide displacement, HiFluor488, 10 min; Potency, µM (doses to about 115 µM), for the others: top-dose activity, negative = inhibition, hits mostly inhibitors; 0.009% of 390,000 active; AID 504891; active means well fitted inhibition curve with a large enough effect in the polarisation, with a control signal flat, not every such curve was filed as active; inconclusive means small, poorly fitted or top-dose-only effect, or effect the other way, or a change in a side signal; inactive means no such curve, though single readings can be large or run the other way; the % refers to the polarisation; further: potency means the concentration at half of the fitted maximal effect; on the % scale 0 is the no-effect control and ±100 the full control effect
Target sequence (Q13526 whole entry, looked up): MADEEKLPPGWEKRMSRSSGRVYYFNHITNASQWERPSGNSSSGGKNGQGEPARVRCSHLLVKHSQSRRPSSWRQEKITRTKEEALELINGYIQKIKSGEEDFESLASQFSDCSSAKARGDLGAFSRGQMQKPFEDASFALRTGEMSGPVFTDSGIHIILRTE
D2 agonist = agonists of human D2 dopamine receptor | P14416 | HEK293 T-REx D2 cells, calcium flux agonist mode | activation, % at 2 µM | 0.53% of 340,000 active;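 active means activation over 3 SD above normal in the single-dose calcium agonist read, cut at about 30% in these data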; further: 0% is about no effect
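Calcium-flux readout, 1 cycle/sec over 180 s following compound pin transfer, in inducible HEK293 Trex D2 cells (force-coupled); dopamine controls included. Positive calcium responses during this window marked compounds as potential agonists.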
rTrxR1 inhibitor = inhibitors of rat thioredoxin reductase 1; Potency, µM (top dose mostly 114 µM), for the others: at the top dose activity change, negative = inhibition, usual class: inhibitors; recombinant rTrxR1, NADPH fluorescence consumption, selenite substrate; 1% of 390,000 active; further: potency means the concentration at half of the fitted maximal effect; on the % scale 0 is the no-effect control and ±100 the full control effect; nearly all actives have a fitted effect of over 65% in size
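Rat TrxR1 (90 nM in the dispensed reagent) was pre-reduced with 400 uM NADPH for 5 min at room temperature, then incubated with compound for 15 min. After 400 uM selenite was added, NADPH fluorescence (Ex 340/Em 450 nm) was followed for 8 min.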
Active calls of the source: *; ? = inconclusive; / = no result given; [ ] = dose if it differs, or a comment. Unless noted, the call rests on the fitted dose curve; in most records, active means well fitted inhibition curve with a large enough effect; inconclusive means small, poorly fitted or top-dose-only effect; inactive means no such curve, though single readings can be large or run the other way. An excerpt (hit frequency here may not be typical).

SMILES	TRHR PAM	TRHR ag	IDH1 R132H inh	D2 antagonist	USP1-UAF1 inh	TrxR1 substrate	Pin1 inh	D2 agonist	rTrxR1 inhibitor
CC(C)OCC(O)CN1CCN(C(c2ccccc2)c2ccccc2)CC1 (centres undefined)	5	-0.1	9%	-12	-18%	14%	-2%	-0.2	29%
COc1ccc(N(C(=O)CNC(=O)c2ccco2)C(C(=O)NC2CCCCC2)c2ccco2)cc1 (centres undefined)	-4	-0.4	0%	-5	-13%	-3%	5%	-0.5	-8%
O=C1c2oc3ccc(F)cc3c(=O)c2C(c2ccncc2)N1CCN1CCOCC1 (centres undefined)	9	1.7	/	10	/	/	/	0.6	/
COc1ccc(S(=O)(=O)N(C)CC(=O)NCCN2CCOCC2)cc1	2	0.2	-11%	-3	-25%	-14%	1%	0.3	-30%
COc1ccc(-c2csc3nc(C)n(-n4cccc4)c(=O)c23)cc1	0	-0.8	-1%	2	-4%	2%	0%	-1.7	9%
CCn1cc[n+](C)c1P(c1ccccc1)c1ccccc1	-3	0.0	7%	-5	-14%	-4%	-1%	-0.3	?
COc1ccccc1NC(=O)CN1CCC(c2nc3ccc(C)cc3[nH]2)CC1	-4	-1.7	-10%	7	-25%	7%	0%	0.6	19%
Cc1nc(N2CCOCC2)c2oc3ccccc3c2n1	27	0.2	2%	-14	-6%	0%	-15%	-1.8	7%
COCC(=O)NC1CC2CCC(C1)N2C(=S)Nc1ccccc1C(=O)OC (centres undefined)	7	0.2	6%	-3	-14%	1%[57.1 µM]	0%	0.1	10%[57.1 µM]
C1=CCN(Cc2ccccc2)C1	-1	-0.2	-9%	-6	-9%	3%	-5%	0.4	20%
CC(C)(C)CC(C)(C)Nc1c(-c2ccc(O)cc2)nc2cnccn12	/	/	-5%	/	-14%	76%[activator][57.1 µM]	-5%	/	14%[57.1 µM]
CC(=O)Cc1nsc(NC(=O)c2cccc(F)c2)n1	6	0.3	-5%	3	-22%	-1%	-1%	1.7	-6%
CC(=O)OC[C@H]1O[C@H](C/C=N/O[C@@H](C)c2cn([C@H](CO)Cc3ccccc3)nn2)C=C[C@@H]1OC(C)=O	1	-0.2	/	-5	/	/	/	-0.2	/
CN(C)S(=O)(=O)c1ccc(N2CCCC2)c(C(=O)Nc2ccc(N3CCOCC3)cc2)c1	21	-0.2	2%	-17	-5%	-1%	4%	0.3	1%
COC(=O)c1ccccc1OCCCN(C)C	-3	0.7	2%	12	-14%	-6%	-10%	-0.7	-5%
CC[C@@]12C(=O)N(c3ccccc3)C(=O)N1[C@H](c1ccc(OC)cc1)[C@@H]1C(=O)N(C(C)(C)C)C(=O)[C@@H]12	-8	-0.4	1%	3	-16%	-1%	-2%	-0.2	9%
Cc1ccc(/C=N/NC(=O)Cn2ccc(C(F)(F)F)n2)o1	-5	0.5	9%	9	-14%	5%[57.1 µM]	-2%	0.2	-1%[57.1 µM]
CN(C)C(=O)N1CCN(c2nc(-c3ccccc3)cs2)CC1	1	-0.6	4%	3	-6%	-8%	0%	0.5	3%
COc1cccc(CN2CCC(Oc3ccc(C(=O)NCc4ccccn4)cc3)CC2)c1	-7	0.3	12%	5	-20%	3%	-3%	-0.6	10%
Cc1c(N(C(=O)c2ccccn2)C2(C(=O)NC3CCCCC3)CCCCC2)c(=O)n(-c2ccccc2)n1C	7	-0.3	2%	-16	-3%	-2%[57.1 µM]	-10%	0.3	2%[57.1 µM]

9 entries from above, with two lines to a compound.
Under each structure: TRHR PAM | TRHR ag | IDH1 R132H inh | D2 antagonist | USP1-UAF1 inh | TrxR1 substrate | Pin1 inh | D2 agonist | rTrxR1 inhibitor
- CC(=O)Cc1nsc(NC(=O)c2cccc(F)c2)n1
→ 6 | 0.3 | -5% | 3 | -22% | -1% | -1% | 1.7 | -6%
- CC(=O)OC[C@H]1O[C@H](C/C=N/O[C@@H](C)c2cn([C@H](CO)Cc3ccccc3)nn2)C=C[C@@H]1OC(C)=O
→ 1 | -0.2 | / | -5 | / | / | / | -0.2 | /
- CN(C)S(=O)(=O)c1ccc(N2CCCC2)c(C(=O)Nc2ccc(N3CCOCC3)cc2)c1
→ 21 | -0.2 | 2% | -17 | -5% | -1% | 4% | 0.3 | 1%
- COC(=O)c1ccccc1OCCCN(C)C
→ -3 | 0.7 | 2% | 12 | -14% | -6% | -10% | -0.7 | -5%
- CC[C@@]12C(=O)N(c3ccccc3)C(=O)N1[C@H](c1ccc(OC)cc1)[C@@H]1C(=O)N(C(C)(C)C)C(=O)[C@@H]12
→ -8 | -0.4 | 1% | 3 | -16% | -1% | -2% | -0.2 | 9%
- Cc1ccc(/C=N/NC(=O)Cn2ccc(C(F)(F)F)n2)o1
→ -5 | 0.5 | 9% | 9 | -14% | 5%[57.1 µM] | -2% | 0.2 | -1%[57.1 µM]
- CN(C)C(=O)N1CCN(c2nc(-c3ccccc3)cs2)CC1
→ 1 | -0.6 | 4% | 3 | -6% | -8% | 0% | 0.5 | 3%
- COc1cccc(CN2CCC(Oc3ccc(C(=O)NCc4ccccn4)cc3)CC2)c1
→ -7 | 0.3 | 12% | 5 | -20% | 3% | -3% | -0.6 | 10%
- Cc1c(N(C(=O)c2ccccn2)C2(C(=O)NC3CCCCC3)CCCCC2)c(=O)n(-c2ccccc2)n1C
→ 7 | -0.3 | 2% | -16 | -3% | -2%[57.1 µM] | -10% | 0.3 | 2%[57.1 µM]

(more compounds)
SMILES	TRHR PAM	TRHR ag	IDH1 R132H inh	D2 antagonist	USP1-UAF1 inh	TrxR1 substrate	Pin1 inh	D2 agonist	rTrxR1 inhibitor
Cc1ccc(C)c(CN2C(=O)c3ccccc3S(=O)c3ccc(C(=O)N4CCN(c5ccccn5)CC4)cc32)c1 (centres undefined)	-8	0.2	2%	9	-18%	-5%	18%	0.5	24%
Cc1ccccc1NC(=O)Cn1nc(C(F)(F)F)cc1C1CC1	1	0.4	0%	16	-21%	9%	6%	0.4	20%
COc1cccc(C(=O)OCC(=O)N2CCc3ccccc32)c1OC	-1	-0.4	0%	-11	-6%	-7%[57.1 µM]	-2%	-1.1	9%
COc1ccc(NC(=O)N2CCc3c(sc4c3CCCC4)C2c2ccc(F)cc2)cc1 (centres undefined)	2	1.1	26%	/	-12%	-7%[57.1 µM]	28%	/	5%[57.1 µM]
CSc1nc(O)c(C(c2ccc(OC(C)C)cc2)c2c(O)nc(SC)[nH]c2=O)c(=O)[nH]1	/	/	0%	/	3%	3%[57.1 µM]	?	/	11µM*
Cc1nc(C(F)(F)F)c(C(=O)O)cc1-c1nc(-c2ccccc2)cs1	4	0.5	3%	-9	-11%	20%	-4%	-1.1	12%
Cc1nc2cc(NC(=O)CS(=O)(=O)c3ccccc3)ccc2s1	6	-0.8	2%	/	-7%	6%	6%	-0.3	16%
COC(=O)CSc1nnc(-c2cccnc2)o1	4	-0.1	-4%	-2	3%	-3%[57.1 µM]	11%	-0.7	-7%[57.1 µM]
CCOc1cc2c(C#N)c(N3CCNCC3)nc(N)c2c(N)n1	2	-0.3	8%	-6	-7%	51%[activator][57.1 µM]	8%	0.3	2%[57.1 µM]
COc1cccc(-c2noc(CCC(=O)NC3CCCCC3)n2)c1	-8	-1.0	0%	/	1%	7%	-17%	/	28%
COc1n[nH]c(C(=O)NCc2ccccc2)c1[N+](=O)[O-]	1	0.1	12%	/	-18%	-5%	0%	/	5%
CCCOc1ccc(OC(=O)c2ccc(-c3ccc(CCC)cn3)cc2)cc1	2	0.2	-9%	/	?	4%	?	0.0	12%
O=C(CSc1nnnn1C1CCCCC1)Nc1ccccc1F	2	0.0	-3%	-6	-13%	-5%	0%	0.2	1%
O=S(=O)(Cc1ccccc1)NCCc1cccc(Cl)c1	5	-0.2	-16%	3	-19%	0%	4%	0.4	20%
CN(Cc1nc2c(s1)CCCC2)C(=O)CCc1nnc(-c2ccccc2)o1	-6	0.1	1%	-2	-2%	-2%[57.1 µM]	-2%	0.4	-6%[57.1 µM]
CCOc1ccccc1NC(=O)CSc1nnc(CC)c(CC)n1	2	-0.7	5%	/	3%	-2%[57.1 µM]	5%	-1.2	9%[57.1 µM]
Cc1cc(C2=NNC(=NCCc3ccccc3)SC2)c(C)n1CC1CCCO1 (centres undefined)	-12	0.0	4%	22	-18%	7%[57.1 µM]	-12%	22	8%[57.1 µM]
CCOc1ccc(Br)cc1/C(C)=N\NC1=NCCN1	-2	0.0	1%	-9	-19%	7%[57.1 µM]	0%	-1.2	-2%
COc1ccc(OC)c(S(=O)(=O)NCCc2sc(C)nc2C)c1	1	0.5	-13%	/	-19%	3%[57.1 µM]	3%	-1.9	32%[activator][57.1 µM]
Cc1nc2ccc(Br)cn2c1NC(C)(C)C	-2	-0.1	2%	-13	-10%	9%[57.1 µM]	-8%	0.6	-7%
O=C(CCc1ccccc1)Nc1nnc(-c2ccccn2)o1	7	0.4	3%	4	2%	18%	-1%	0.1	-18%
Cc1ccc(S(=O)(=O)NCCC(=O)OCC(=O)N2CCCC2=O)cc1	-5	0.3	-10%	-10	-5%	3%[57.1 µM]	-3%	0.7	17%[57.1 µM]
Cc1nonc1NC(=O)CSc1nc2cc(Cl)ccc2c2c1CCCC2	3	0.6	-1%	6	17%	-3%	31%[activator]	0.8	-9%
c1cncc(-c2nc3ccccc3s2)c1	5	0.0	0%	-5	-4%	-9%	3%	1.1	-12%
O=C(NCc1ccccc1Cl)c1ccc2c(c1)NC(=O)C(CS(=O)(=O)Cc1ccc(F)cc1Cl)N2 (centres undefined)	3	0.5	-19%	/	58%[activator]	1%[57.1 µM]	?	-0.3	14%[57.1 µM]
COc1cccc(C(=O)N2CCN(Cc3ccc4c(c3)OCO4)CC2)c1OC	4	-0.1	6%	-6	4%	14%[57.1 µM]	5%	-0.1	15%[57.1 µM]
